Screens: PubChem BioAssay, NCI
NCI-60 one-dose screen, 48 h, at 10 µM unless noted. Numbers give growth in % (100 = growth as untreated, 0 = no growth, -100 = all killed).
CAKI-1 = CAKI-1 renal cancer. 75,000 tested, 4.7% active. AID 1794772
786-0 = 786-0 renal cancer cells. 81,000 tested, 5.1% active. AID 1794775
SN12C = SN12C renal cancer cells; 81,000 tested, 3.8% active; AID 1794767
RXF 393 = RXF 393 renal cancer cells; 77,000 tested, 6.9% active
A498 = A498 renal cancer cells; AID 1794774; 76,000 tested, 5.4% active
TK-10 = TK-10 renal cancer cells. 81,000 tested, 3.9% active
ACHN = ACHN renal cancer. 81,000 tested, 4.9% active. AID 1794771
DU-145 = DU-145 prostate cancer; 81,000 tested, 4.2% active
UO-31 = UO-31 renal cancer; 81,000 tested, 5.2% active
* marks the source's active call; other numbers are inactive results; nt = no result given. How the source made its calls: active means growth percent below 10; inactive means the rest.

SMILES	CAKI-1	786-0	SN12C	RXF 393	A498	TK-10	ACHN	DU-145	UO-31
CCn1cc(C(=O)NN=C2CCN(C)CC2)c(=O)c2ccc(C)nc21	82	96	84	98	81	106	100	102	90
C=CCN1C(=O)/C(=C/C(=O)OCC)S/C1=N\Nc1cc(=O)[nH]c2ccc(Br)cc12	84	102	94	108	117	115	97	102	74
C#CC(C)(CC)NC(=O)c1cc(-c2cccc(OC)c2)on1 (stereo not given)	89	86	110	102	94	105	114	96	96
COc1cc(C=Nc2oc(-c3ccccc3)c(-c3ccccc3)c2C#N)cc(CN2CCOCC2)c1O	78	96	99	101	70	101	101	110	80
CC(C)(C)c1cc(/N=C/c2ccc(Cl)cc2)n(-c2ccccc2)n1	nt	93	107	105	105	107	101	115	118
COc1cccc2cc(-c3cc(-c4ccc(-c5cc(-c6cc7cccc(OC)c7oc6=O)nc(-c6cc7cccc(OC)c7oc6=O)c5)cc4)cc(-c4cc5cccc(OC)c5oc4=O)n3)c(=O)oc12	107	118	113	141	120	111	113	97	101
C=CCN1C(=O)/C(=C/c2ccc(N(C)C)cc2)SC1=Nc1ccc(Cl)c(Cl)c1	86	94	90	96	65	94	90	101	69
CC(=O)Oc1ccc(OC(C)=O)c2c1CC(C)=C(C)C2	112	105	106	100	119	231	103	112	92
COC(=O)C1=CC(c2cc3ccccc3o2)=C(C#N)C(=O)NN1	101	100	89	nt	105	108	98	105	22
COc1cc(CNC(=O)CCCC/C=C/C(C)C)ccc1OCc1nnc(Nc2ccc([N+](=O)[O-])cc2)o1	34	22	49	54	57	84	41	62	59
O=C(N/N=C/c1ccc(F)cc1)c1ccc(C(F)(F)F)nc1Nc1cccc(C(F)(F)F)c1	-7.7*	-30*	-12*	-11*	-1.3*	3.9*	-3.7*	18	-18*
CSC1=NC(c2ccc([N+](=O)[O-])cc2)C(C(C)=O)=C(C)N1 (stereo not given)	96	93	101	92	nt	102	95	115	81
Cc1cc([N+](=O)[O-])c(Cl)cc1N	98	108	95	130	86	112	103	114	93
O=S(=O)(Oc1ccc(-c2cn3ccoc3n2)cc1)c1ccc(Cl)c(Cl)c1	85	99	89	102	84	87	101	102	94
O=C(CN1CCN(c2cc(=O)n(-c3ccccc3)c3ccccc23)CC1)Nc1ccc([N+](=O)[O-])cc1	98	90	87	69	88	93	87	100	62
N#Cc1cnn(C(=O)c2ccccc2Br)c1NC(=O)c1ccccc1Br	87	103	111	109	101	103	105	103	91
CC[C@@]1(O)C(=O)OCc2c1cc1n(c2=O)Cc2c-1nc1ccccc1c2/C=N/OC(C)(C)C	nt	2.5*	5.6*	-47*	-70*	1.3*	nt	6.8*	-65*
COc1ccc(Cc2cnc(N)nc2N)cc1OC	89	109	96	105	73	110	97	114	78
Cc1c(CC(=O)O)c(=O)n(-c2ccccc2)n1C	100	100	105	102	98	nt	97	115	95
CC1=C(Nc2ccc(N3CCN(C)CC3)cc2)C(=O)c2cncnc2C1=O	88	107	98	118	113	142	6.2*	81	86
CCOc1c(Br)cc(C2C(C(=O)OC)=CN(C)C=C2C(=O)OC)cc1OC	76	58	78	64	99	69	64	91	38
Cc1ccc(Nc2nnc(-c3cc(F)c(F)c(F)c3)o2)c(C)c1	58	42	72	55	93	89	41	78	59
COc1ccc(C2CC(c3ccc(OC)cc3OC)=NN2c2ccc(S(N)(=O)=O)cc2)cc1 (stereo not given)	nt	99	91	82	102	105	107	115	87
CCCCNCC(O)(c1ccc(Cl)cc1)c1ccc(Cl)cc1	96	100	104	102	58	96	111	92	95
O=C(O)c1ccc(-n2cc(CO)c(-c3ccc(F)cc3F)n2)cc1	nt	99	111	114	93	89	nt	105	91

The last 6 compounds of the section before come first, to join the parts:
SMILES	CAKI-1	786-0	SN12C	RXF 393	A498	TK-10	ACHN	DU-145	UO-31
CC1=C(Nc2ccc(N3CCN(C)CC3)cc2)C(=O)c2cncnc2C1=O	88	107	98	118	113	142	6.2*	81	86
CCOc1c(Br)cc(C2C(C(=O)OC)=CN(C)C=C2C(=O)OC)cc1OC	76	58	78	64	99	69	64	91	38
Cc1ccc(Nc2nnc(-c3cc(F)c(F)c(F)c3)o2)c(C)c1	58	42	72	55	93	89	41	78	59
COc1ccc(C2CC(c3ccc(OC)cc3OC)=NN2c2ccc(S(N)(=O)=O)cc2)cc1 (stereo not given)	nt	99	91	82	102	105	107	115	87
CCCCNCC(O)(c1ccc(Cl)cc1)c1ccc(Cl)cc1	96	100	104	102	58	96	111	92	95
O=C(O)c1ccc(-n2cc(CO)c(-c3ccc(F)cc3F)n2)cc1	nt	99	111	114	93	89	nt	105	91
COc1ccc(-c2nc(N/N=C/c3cccc(F)c3)nc(N3CCOCC3)c2C#N)cc1	84	79	93	nt	44	128	87	95	50
NN(Cc1ccccc1)Cc1ccccc1	106	104	105	148	97	131	93	119	82
C=C(C)CCCC(C)C(O)C=O (stereo not given)	98	105	101	111	101	93	98	107	99
CCOC(=O)C1=CSC2=NC3=C(CCCC/C3=C\c3ccc(Cl)cc3)C(c3ccc(Cl)cc3)N12 (stereo not given)	106	104	103	109	100	108	104	111	89
CCOC(=O)c1c(N)sc2cc(OC)ccc12	88	90	102	105	95	96	98	107	79
O=C(/C=C/c1ccc(Oc2ccc(Cl)cc2)cc1)c1ccc(Br)cc1	101	88	102	117	93	102	111	119	101
CC(O)(CCO)CCO	93	99	107	105	101	90	98	108	90
CCOC(=O)c1ccc(NC(=S)NC(=O)c2ccc(OCC)cc2)cc1	99	80	99	109	144	102	110	124	91
CCOC(=O)c1c2c(c(C)n1Cc1ccccc1)-c1nc(Nc3ccccc3)ncc1CC2	63	94	92	86	70	110	81	97	78
COc1cccc(C)c1[N+](=O)[O-]	97	nt	99	112	109	106	106	115	nt
Cc1ccc(-n2cc(C=O)c(-c3ccc(S(C)(=O)=O)cc3)n2)cc1	90	97	96	98	105	129	95	103	85
CC/C(=C(\c1ccc(O)cc1)c1ccc(OCCN(C)C(=O)COCCOCCNC(=O)c2cccc3c2CN(C2CCC(=O)NC2=O)C3=O)cc1)c1ccccc1 (stereo not given)	102	95	97	99	104	89	100	104	95
CN1CCN(c2ccc(Nc3nc(N4CCN(S(=O)(=O)c5ccc(F)cc5)CC4)c4sccc4n3)cc2)CC1	-96*	-73*	-86*	-89*	-94*	-78*	-100*	-84*	-87*
CC(C)Cc1ccc(C(C)c2nnc(NC(=S)Nc3ccccc3)s2)cc1 (stereo not given)	77	100	95	104	98	114	103	108	71
Cc1nc2cc(Nc3nc(-c4ccc(Cl)cc4)nc(N4CCOCC4)n3)ccc2n1Cc1ccccc1	101	83	101	95	105	122	101	108	76
CC(=O)OCc1ccc[n+]([O-])c1	102	102	116	97	99	108	101	109	100
CC(=O)OCc1cc(C(C)(C)C)c(O)c(C(C)(C)C)c1	nt	97	110	107	95	97	110	108	94
O=S(=O)(NO)c1ccc(Cl)cc1	98	98	99	99	99	104	98	115	96
O=C1c2cc3c(cc2-c2c1c1ccc(F)cc1c(=O)n2C[C@H](O)[C@@H](O)[C@H](O)CO)OCO3	-7.1*	4.2*	4.7*	-47*	-79*	-0.9*	-43*	2.5*	-21*
C=CCn1cc(-c2nc3ccccc3s2)c2cc(-c3ccc4c5c(cccc35)C(=O)N(CCCC)C4=O)ccc21	78	nt	91	116	105	142	93	111	62
COC(=O)Cc1[nH]c(Cl)nc1C(=O)OC	104	94	94	103	104	nt	113	110	100
CCn1c(SCC(=O)Nc2cccc(C(=O)/C=C/c3ccccc3Cl)c2)nc2ccccc2c1=O	85	96	88	nt	94	125	97	78	68
Cc1cc2ccccc2c[n+]1CC(=O)c1ccc2ccccc2c1	95	62	53	81	63	nt	60	67	52
C1CCN(c2nc(=[N+]3CCCCC3)ss2)CC1	101	111	104	108	101	103	108	107	87
CCOC(=O)c1cnn2c1NC(c1ccc(F)cc1)C2 (stereo not given)	85	104	98	107	nt	103	102	106	94
New compounds follow
SMILES	CAKI-1	786-0	SN12C	RXF 393	A498	TK-10	ACHN	DU-145	UO-31
CCOC(=O)C1=C(CSc2nnc(-c3ccccc3)o2)N(C)C(=O)NC1c1ccccc1 (stereo not given)	86	82	95	103	88	112	97	99	67
CC1(C)C=Cc2c(cc3occ(-c4ccc(O)cc4)c(=O)c3c2O)O1	100	104	102	101	109	109	104	104	68
COc1cc2c3c(c4c5ccccc5[nH]c4c2c(OC)c1OC)C(=O)N(CCO)C3=O	93	101	100	110	117	122	102	105	84
COC(=O)C1=C(O)C(=O)C(C(=O)OC)N1Cl (stereo not given)	87	100	99	106	110	97	99	105	84
Cc1cc2ccccc2c[n+]1CC(=O)c1ccccc1	nt	105	91	nt	113	144	100	108	67
Clc1ccc(-c2cn3ccnc3c(-c3ccc4ncn(C5CCCCC5)c4c3)n2)cc1	nt	88	86	93	112	123	95	100	64
COc1ccc(OC)c(-n2cc(C#N)c(N)c2C(=O)c2cc(OC)c(OC)c(OC)c2)c1	92	98	103	123	106	98	107	106	89
NS(=O)(=O)c1ccc(NC(=S)NC(=O)c2ccc(Cl)c(Cl)c2)cc1	78	95	95	105	122	113	85	100	75
CCOC(=O)Nc1ccc(-n2cnc3cc(-c4ccc(O)cc4)ccc32)cc1	86	93	87	112	nt	84	88	97	68
FC(F)(F)c1cccc(-c2nnn(Cc3cc(-c4cccc(Cl)c4)no3)n2)c1	99	105	101	109	103	109	107	113	86
Cc1ccncc1NC=O	96	103	110	111	103	102	115	113	96
COc1cc(NS(=O)(=O)c2ccc(NC(C)c3ccc4cccnc4c3O)cc2)nc(OC)n1 (stereo not given)	99	104	103	101	106	111	106	112	90
COC(CCP(=O)(c1ccccc1)c1ccccc1)(C(=O)c1ccccc1)c1ccccc1 (stereo not given)	87	89	97	76	83	81	71	111	33
CCCn1c(=O)c2[nH]c(-c3ccc(OCc4nc5ccc(C#N)cc5[nH]4)cc3)nc2n(CCC)c1=O	90	72	76	nt	79	107	70	79	68
N#Cc1nc(CC(=O)c2ccc(Cl)c(Cl)c2)c(CC(=O)c2ccc(Cl)c(Cl)c2)nc1C#N	79	100	99	109	121	141	96	108	nt
C=C1[C@]2(C(=O)OC)C=C(C=O)C(O)[C@@]1(C)CC1[C@@]3(C)CC[C@H](O)C(C)(C)C3CC[C@]12C (stereo not given in full)	96	106	93	133	101	109	106	102	99
Cc1ccc(-n2nc3c(c(C#N)c2=O)CC(c2ccoc2)C([N+](=O)[O-])=C3O)cc1 (stereo not given)	95	103	103	121	113	115	104	117	82
CCCc1c(C(=O)Nc2ccc3c(c2)C(=O)OC3)nnn1-c1ccccc1	102	97	109	102	111	107	101	103	95
COc1ccc(-n2ncc3c2CCc2cc(S(=O)(=O)c4ccccc4)c(OCc4ccccc4)nc2-3)cc1	85	97	96	98	80	108	99	105	83
CCCCCNc1ccc(C#N)c(OCCN2CCCCC2C)c1 (stereo not given)	95	52	nt	92	120	100	100	104	72
NS(=O)(=O)c1ccc(Nc2ncc3c(n2)CCCC3=O)cc1	97	105	106	101	108	107	103	106	93
O=C([O-])C1CCCCC1[I+]c1ccccc1 (stereo not given)	96	98	92	110	105	91	100	112	76
C=C(C)[C@@H]1CC[C@]2(C)[C@H](C=CC3=C4C[C@@](C)(CO)CC[C@]4(C)CC[C@]32C)[C@@]1(C)CCCN	-82*	-97*	-13*	-69*	68	-68*	-95*	-73*	47
Cc1cc(C)nc(NS(=O)(=O)c2ccc(Nc3ccc4c5c(n(CCCN(C)C)c(=O)c4c3)-c3ccccc3C5=O)cc2)n1	nt	80	85	115	91	88	90	69	89
NC(N)=Nc1ccc(Nc2cccc(Nc3ccc(Cl)c(C(F)(F)F)c3)c2)cn1	42	73	13	78	59	98	78	66	82
The listing continues:
SMILES	CAKI-1	786-0	SN12C	RXF 393	A498	TK-10	ACHN	DU-145	UO-31
CCCCCCCCCCCCCCCCSC(=S)N1CCCCC1	111	104	106	124	106	106	113	117	104
Cc1[nH]c2ccccc2c1C(C[N+](=O)[O-])c1ccco1 (stereo not given)	80	103	93	104	81	111	97	103	84
COc1ccc(S(=O)(=O)Nc2cc(/C=C\c3cc(OC)c(OC)c(OC)c3)cc(OC)c2OC)cc1	23	14	23	41	-12*	65	26	-0.3*	21
Nc1ccc(-c2nnc(NS(=O)(=O)c3ccccc3)s2)cc1	104	109	100	109	95	107	105	107	101
Cc1ccc(S(=O)(=O)NCCCNc2nccc(-n3ccc4cccnc43)n2)cc1	88	99	95	99	91	110	99	100	99
Cc1cc(CSC(=N)N)c(CSC(=N)N)cc1C	94	107	95	96	98	144	104	107	84
O=S(=O)(NC(=S)Nc1ccccc1)c1ccc(NNc2c3ccccc3nc3ccccc23)cc1	nt	95	84	95	83	101	nt	96	74
O=C1N=c2ccccc2=C/C1=C\c1cc(-c2ccccc2)oc1O	89	95	95	104	99	115	91	109	83
COc1ccc(C2=NNC(c3ccc(Oc4ccc(Br)cc4)cc3)C2)cc1OC (stereo not given)	100	100	94	110	95	100	104	104	87
CC(=O)C1CCC2C3CCC4=CC(=O)CCC4(C)C3(C)C(=O)CC12C (stereo not given)	93	98	103	113	62	120	107	107	92

Quoted from the entries so far, five compounds:
SMILES	CAKI-1	786-0	SN12C	RXF 393	A498	TK-10	ACHN	DU-145	UO-31
CCCCCCCCCCCCCCCCSC(=S)N1CCCCC1	111	104	106	124	106	106	113	117	104
Cc1[nH]c2ccccc2c1C(C[N+](=O)[O-])c1ccco1 (stereo not given)	80	103	93	104	81	111	97	103	84
COc1ccc(S(=O)(=O)Nc2cc(/C=C\c3cc(OC)c(OC)c(OC)c3)cc(OC)c2OC)cc1	23	14	23	41	-12*	65	26	-0.3*	21
Nc1ccc(-c2nnc(NS(=O)(=O)c3ccccc3)s2)cc1	104	109	100	109	95	107	105	107	101
Cc1ccc(S(=O)(=O)NCCCNc2nccc(-n3ccc4cccnc43)n2)cc1	88	99	95	99	91	110	99	100	99
